Compound activity (PubChem)
AmpC detergent: qHTS Inhibitors of AmpC Beta-Lactamase (assay with detergent) | P00811 | AmpC hydrolysis of nitrocefin, absorbance 480 nm, 0.01% Triton | Potency, µM (titrated, usually from 114 µM), for inactives: at the highest dose activity change, negative = inhibition, most hits filed as inhibitors | hit rate 0.041% among 370,000 | AID 485294, 2010;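 note: potency is the fitted concentration of half-maximal effect; 0% = no-compound wells and -100% = no-enzyme wells; nearly all actives have a fitted effect of over 25% in size; some results filed as inactive show a strong effect at the top dose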
Target sequence (P00811 whole entry, looked up): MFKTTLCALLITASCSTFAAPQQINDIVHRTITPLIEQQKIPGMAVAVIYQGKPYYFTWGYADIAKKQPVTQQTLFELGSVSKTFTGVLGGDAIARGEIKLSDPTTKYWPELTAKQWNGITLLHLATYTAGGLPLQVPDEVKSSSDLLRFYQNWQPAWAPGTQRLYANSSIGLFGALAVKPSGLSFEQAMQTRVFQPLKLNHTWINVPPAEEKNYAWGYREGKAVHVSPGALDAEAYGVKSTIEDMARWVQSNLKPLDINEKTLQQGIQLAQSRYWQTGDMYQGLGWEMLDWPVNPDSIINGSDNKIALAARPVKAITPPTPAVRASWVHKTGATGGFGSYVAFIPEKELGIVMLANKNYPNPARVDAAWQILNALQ
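20 mM phosphate pH 7.0 + 0.01% (detergent screen) or 0.0001% Triton X-100; 5.3 nM AmpC reagent; cpd preinc 15 min RT; nitrocefin (800 uM stock) to start; A480 q20 s × 4 min; Activity was normalised to no-enzyme and no-compound control wells.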
AmpC no deterg: qHTS Inhibitors of AmpC Beta-Lactamase (assay without detergent); AmpC nitrocefin hydrolysis, absorbance 480 nm, 0.0001% Triton; Potency, µM (doses to about 57.1 µM), without a hit: at the top dose activity change, negative = inhibition, usual class: inhibitors; hit rate 0.52% among 330,000; AID 485341, 2010;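 note: potency is the fitted concentration of half-maximal effect; plate controls were no compound for no effect and no enzyme for full effect; nearly all actives have a fitted effect of over 20% in size; some results filed as inactive show a strong effect at the top dose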
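20 mM phosphate pH 7.0 + 0.01% (detergent screen) or 0.0001% Triton X-100; 5.3 nM AmpC reagent; cpd preinc 15 min RT; nitrocefin (800 uM stock) to start; A480 q20 s × 4 min; Activity was normalised to no-enzyme and no-compound control wells.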
HCMV antiviral: qHTS Assay for inhibitors of the human cytomegalovirus (HCMV). HFF cells, HCMV-luciferase reporter, 72 h; hits give low values. activity change, negative = inhibition, % at 57.5 µM. hit rate 4.5% among 410,000. AID 1259415, 2018; in the data active = activity change below about -60%; inconclusive = no clear call, values can overlap the other calls; inactive = above about -39%
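Two compound doses tested in HFFs infected with HCMV-luciferase, MOI 1 PFU/cell, 72 h at 37C. Lysate luminescence read with OneGlo; data normalized against buffer-only and 10uM Salinomycin inhibitor controls.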
Sm TGR block: qHTS Assay for the Inhibitors of Schistosoma Mansoni Peroxiredoxins; purified TGR, DTNB reduction, TNB absorbance 405 nm; hit rate 3% among 360,000; AID 485364, 2010; Schistosoma mansoni thioredoxin glutathione reductase (TGR), Q962Y6; Potency, µM (highest dose often 114 µM), for the others: at the top dose activity change, negative = inhibition, most hits filed as inhibitors; note: potency is the fitted concentration of half-maximal effect; nearly all actives have a fitted effect of over 60% in size
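First, TGR (20 nM dispensed) and NADPH were mixed with compound. Second, a 15 min room-temperature incubation followed. Third, further NADPH and then DTNB were added to start the reaction. Finally, TNB absorbance was monitored kinetically.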
HCV inhibitor: qHTS Assay for Inhibitors of Hepatitis C Virus (HCV) | Huh7.5.1 HCVcc-Cre infection, luciferase reporter, 44 h | hit rate 3.4% among 340,000 | Potency, µM (top dose mostly 41.8 µM), without a hit: at the top dose activity change, negative = inhibition, actives largely listed as inhibitors | AID 651820, 2012; note: potency is the fitted concentration of half-maximal effect
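Infectious HCV cell culture screen: compound-treated cells (1,000/well, pre-plated 4 h) are infected with HCVcc-Cre at roughly 0.5 moi and grown 44 h. Infection is quantified by luciferase signal after 15 min substrate incubation at room temperature.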
Giardia FBPA inh: qHTS Assay for Inhibitors of Fructose-1,6-bisphosphate Aldolase from Giardia Lamblia. purified Giardia FBPA. AID 2451, 2010. Potency, µM (series often up to 59.6 µM), without a hit: top-dose activity, negative = inhibition, usual class: inhibitors. hit rate 0.71% among 290,000. A8B2U2; note: potency is the fitted concentration of half-maximal effect; nearly all actives have a fitted effect of over 55% in size
Target sequence (A8B2U2 whole entry, looked up): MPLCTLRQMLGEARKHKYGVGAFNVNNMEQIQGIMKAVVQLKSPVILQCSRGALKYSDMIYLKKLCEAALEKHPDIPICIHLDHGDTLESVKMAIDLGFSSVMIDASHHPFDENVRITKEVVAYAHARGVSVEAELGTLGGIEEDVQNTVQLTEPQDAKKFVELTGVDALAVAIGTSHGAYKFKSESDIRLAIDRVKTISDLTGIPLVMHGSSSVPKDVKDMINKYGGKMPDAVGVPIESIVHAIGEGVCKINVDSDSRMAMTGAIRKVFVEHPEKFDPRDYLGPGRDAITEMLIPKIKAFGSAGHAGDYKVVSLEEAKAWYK
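Giardia FBPA (40 nM reagent) was preincubated 10 min at RT with compound (up to 57.5 uM final), then substrate plus GAPDH/TPI/NAD/arsenate coupling system with diaphorase/resazurin was added; resorufin fluorescence (525/598 nm) was read after 20 min.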
* hit, by the source's call; ? = inconclusive; / = no result given; & = joins results of further samples; [ ] = remark or other dose. Unless noted, calls come from the whole dose curve; as a rule, active = well fitted curve in the direction sought with a large enough effect; inconclusive = small, poorly fitted or top-dose-only effect, or another doubt; inactive = no such curve, though single readings can be large; an effect the other way counts as inactive or inconclusive. Unless noted, % is set by controls: 0 for no effect and ±100 for the full control effect.

SMILES | AmpC detergent | AmpC no deterg | HCMV antiviral | Sm TGR block | HCV inhibitor | Giardia FBPA inh
CC1=C(c2ccc(F)cc2)S(=O)(=O)N=C1N1CCC(C(=O)NCCc2ccccc2C)CC1 | 18.5% | / | -2.0 | -1.8% | / | /
CCc1ccc(/C=N/NC(=O)c2cc(-c3ccccc3OC)nc3ccccc23)s1 | ? | 7.1% | 44.0 | -1.9% | -21.8% | -6.7%
COc1ccccc1CNC(=O)C(=O)NCCC1CCCCN1S(=O)(=O)c1ccc(C)cc1 (stereo not drawn) | -10.8% | -6.2% | -6.2 | -1.7% | ? | /
Cc1cc(NC(=O)c2ccccc2F)n(-c2nc3ccccc3[nH]2)n1 | -9.2% | -30.8% | 0.2 | 5.2% | ? | 10.2%
O=C(CCc1ccccc1)NCCc1csc(-c2cccc(F)c2)n1 | 23.8% | / | -5.4 | 2.6% | / | /
CC1CN(C(=O)c2ccc(Cl)c(S(=O)(=O)NCc3ccco3)c2)CC(C)O1 (stereo not drawn) | -6.3% | -4.5% | 14.4 | -11.4% | 6.6% | /
COCC(C)Nc1ncnc2c1cnn2-c1ccc(Cl)cc1 (stereo not drawn) | -5.8% | -4.0% | 67.3 | 11.4% | ? | -6.4%
Cc1ccc(C)c(OCCn2cc(/C=C(/C#N)C(=O)NCC3CCCO3)c3ccccc32)c1 (stereo not drawn) | -6.9% | 30.5% | -4.9 | -5.1% | -10.6% | 0.4%
N#CCc1c(C#N)c(N)nc(N2CCN(C=O)CC2)c1C#N | -1.5% | -4.8% | 12.4 | -33.2% | 6.8% | -27.4%
O=C(CNC(=O)c1ccc(F)cc1)c1ccccc1 | -6.2% | -7.4% | 62.4 | 58.4% | 12.2% | 9.1%
Cn1c(CO)cnc1S(=O)(=O)Cc1c(Cl)cccc1Cl | 3.4% | 3.4% | -13.5 | 4.5% | 6.0% | 0.4%
COC(=O)C(C)Oc1ccc(-c2nccc(-c3ccccn3)n2)cc1 (stereo not drawn) | -12.8% | 63.7%[activator] | 25.3 | 10.2% | -9.0% | -13.3%
CCOc1ccc(NC(=O)CCC(=O)NNC(=O)c2ccco2)cc1 | 1.7% | -9.0% | 21.0 | 60.6%[activator] | 8.5% | 6.1%
Cc1csc2nc(-c3cccc(NC(=O)c4c(F)cccc4F)c3)cn12 | 7.7% | / | -13.2 | 6.3% | / | /
CCCCCOC(=O)CSc1nc2sc3c(c2c(=O)n1Cc1ccccc1)CC(C)(CC)OC3 (stereo not drawn) | 0.2% | / | -10.4 | 11.0% | / | /
O=C(c1ccco1)N1CCN(C(=O)c2ccc(CS(=O)c3cccc(Cl)c3)o2)CC1 (stereo not drawn) | -0.1% | -2.9% | -8.5 | ? | 2.3% | /
Cc1ccc(NCCC(=O)c2cccc([N+](=O)[O-])c2)cc1 | ? | -21.5% | 4.8 | 0.398µM* | ? | -0.5%
COc1ccc(CNC(=O)C(C)c2ccc([N+](=O)[O-])cc2)cc1 (stereo not drawn) | 2.0% | -11.0% | -25.1 | -11.0% | -14.6% | 1.3%
O=C(CN1C(=O)C(c2ccc(F)cc2)=NC12CCCC2)Nc1ccc(F)cc1 | 0.3% | -19.8% | -77.8* | -4.0% | 2.51µM* | -1.8%
Cc1nn2c(N3CCOCC3)cc(C(C)(C)C)nc2c1-c1ccc(Cl)cc1 | -6.1% | -7.5% | -17.9 | -2.7% | 7.4% | 1.8%
CCn1cc(C(=O)NCc2cccs2)c(=O)c2cc(S(=O)(=O)N3CCOCC3)ccc21 | -3.8% | 0.0% | -3.1 | -20.7% | ? | 20.3%
O=C(CNC(=O)OCc1ccccc1)NC1CCCCCC1 | 4.0% | -1.3% | ? | 4.5% | 4.0% | 1.2%
C=CCNC(=O)CN1CCC(O)(c2ccccc2)CC1 | -5.6% | -14.9% | 1.2 | 1.5% | 18.4% | 6.2%
N#CC1(NC(=O)COC(=O)c2nccnc2N)CCCCC1 | ? | -9.7% | 3.3 | 1.7% | 25.0% | /
Cc1cccc(CNC(=O)CCn2ccc3cc(S(=O)(=O)N4CCCC4)ccc32)c1 | 1.5%&0.3% | 3.1% | 28.9&-15.2 | -3.9%&7.1% | ? | /

In the list so far, these contain an aryl methoxy group:
SMILES | AmpC detergent | AmpC no deterg | HCMV antiviral | Sm TGR block | HCV inhibitor | Giardia FBPA inh
CCc1ccc(/C=N/NC(=O)c2cc(-c3ccccc3OC)nc3ccccc23)s1 | ? | 7.1% | 44.0 | -1.9% | -21.8% | -6.7%
COc1ccccc1CNC(=O)C(=O)NCCC1CCCCN1S(=O)(=O)c1ccc(C)cc1 (stereo not drawn) | -10.8% | -6.2% | -6.2 | -1.7% | ? | /
COc1ccc(CNC(=O)C(C)c2ccc([N+](=O)[O-])cc2)cc1 (stereo not drawn) | 2.0% | -11.0% | -25.1 | -11.0% | -14.6% | 1.3%

The list goes on:
SMILES | AmpC detergent | AmpC no deterg | HCMV antiviral | Sm TGR block | HCV inhibitor | Giardia FBPA inh
Cc1ccc(CSc2oc(-c3cccs3)nc2S(=O)(=O)c2ccccc2)cc1 | 7.0% | / | 8.8 | 1.8% | / | /
COc1ccc(CCNC(=O)C2CCCN(S(=O)(=O)N3CC(C)CC(C)C3)C2)cc1OC (stereo not drawn) | -4.4% | 129.4%[activator] | 4.9 | 3.8% | -10.8% | 6.2%
Cn1c(=O)c2c(ncn2CC(=O)N2CCc3ccccc3C2)n(C)c1=O | 1.0% | -8.2% | 23.7 | 11.2% | 8.7% | 3.3%
CC(C)c1nc(N2CCOCC2)c(C#N)c2c1CCCC2 | -1.4% | 27.3% | ? | 1.1% | 7.08µM* | 14.4%
O=C(NCCCn1ccnc1)c1cc2nc(-c3ccc(Br)cc3)cc(C(F)(F)F)n2n1 | 3.4% | 173.8%[activator] | -11.0 | -5.6% | 7.08µM* | 1.3%
c1ccc2c(CNc3ccc(CNc4ncn[nH]4)cc3)cccc2c1 | -7.2% | -32.5% | -28.7 | -8.2% | 9.2% | -0.1%
C=CCNC(=O)COC(=O)COc1ccc(Cl)cc1C | -9.1% | -4.7% | 18.9 | -0.7% | 0.0% | 9.3%
COC(=O)/C=c1/s/c(=C(\C#N)C(=O)NCc2ccco2)n(-c2ccccc2)c1=O | ? | -20.2% | -9.2 | 18.3% | 2.2% | -0.2%
O=C(Nc1ccc2c(c1)OCO2)c1cnccn1 | -8.6% | -13.5% | 12.9 | 2.1% | 30.1%[activator] | 3.4%
CCN(CC(=O)Nc1ccc(N2CCOCC2)cc1)CC(=O)NC(C)(C)C | -4.3% | -4.8% | -14.8 | -3.4% | 17.7% | 2.9%
Cc1ccc2c(CNCc3ccco3)cc(=O)oc2c1 | 3.5% | -33.0% | 21.2 | -31.2% | -24.9% | 2.3%
CC(=O)Nc1ccc(NC(=O)CSc2ccc(C)cc2)cc1 | -9.1% | -11.1% | -9.0 | -21.8% | -5.3% | 9.9%
COC(=O)c1ccc(NS(=O)(=O)c2ccc3[nH]c4c(c3c2)CCCC4)cc1 | -5.6% | / | -7.3 | -8.3% | / | /
COc1ccc(/C=C2\NC(=O)C(C=NCc3ccccc3)=C2O)cc1 | -3.0% | -11.0% | 12.8 | -0.3% | 10.4% | 0.5%
CC(=O)c1ccc(NC(=O)c2nc(-c3ccccc3)n(-c3ccccc3)n2)cc1 | 19.2% | / | -19.3 | -0.7% | / | /
CCCCCOc1ccccc1C(=O)NCCCC(=O)O | ? | -13.5% | 4.1 | 3.9% | 18.0% | -1.8%
CCN(C(=O)c1cccn(Cc2cccc(Cl)c2)c1=O)c1ccccc1 | 5.0% | / | 9.8 | 12.5% | / | /
CN(C)CCNC(=O)C(=O)Nc1cc2c3c(c1)CCC(=O)N3CCC2 | -1.6% | -16.2% | 97.2 | 1.2% | -14.0% | /
CC(=O)N(Cc1ccc(Br)cc1)c1ccccc1C(=O)O | 2.8% | -16.6% | -17.6 | -5.5% | 15.5% | 14.1%
CC(CN1CCC(n2nccc2NC(=O)C2CCCC2)CC1)c1ccccc1 (stereo not drawn) | ? | 75.6%[activator] | -9.2 | -3.8% | / | 3.2%
COc1ccc(NC(=O)CSC2=Nc3ccccc3C3=NC(CC(=O)NCc4ccc(F)cc4)C(=O)N23)cc1 (stereo not drawn) | 0.2% | / | 8.2 | 10.1% | / | /
COc1ccc2c(C)c(C(=O)N3CCN(Cc4ccccc4)CC3)oc2c1 | 2.2% | 140.2%[activator] | 91.9 | 6.5% | ? | ?
CCC(=O)Nc1ccccc1 | -7.1% | -15.9% | 0.6 | -21.8% | ? | 7.8%
COc1ccc(-n2nc(C(=O)NCC(=O)N3CCCCCC3)c3ccccc3c2=O)c(OC)c1 | 7.9% | 65.6%[activator] | 48.1 | -2.1% | 7.8% | 0.1%
COc1ccc2c(c1)CCc1c(C(=O)Nc3cnn(Cc4ccc(Cl)cc4Cl)c3)noc1-2 | -5.8% | / | 18.1 | -1.0% | / | /
SMILES | AmpC detergent | AmpC no deterg | HCMV antiviral | Sm TGR block | HCV inhibitor | Giardia FBPA inh
CCOC(=O)c1c(NC(=S)Nc2ccc(Cl)cc2)sc(C)c1C | -9.8% | -20.3% | -6.1 | -13.5% | -25.5% | -15.9%
O=S(=O)(Oc1ccccc1C(=S)N1CCOCC1)c1ccc(Cl)cc1 | -0.2% | -6.7% | 14.0 | 0.8% | -15.7% | /
COc1ccc(-c2nc3ccccc3s2)cc1NC(=O)c1ccc(C#N)cc1F | -1.1% | / | 4.0 | -1.5% | / | /
Cc1nc([N+](=O)[O-])c(N2CCN(C)CC2)n1Cc1ccccc1 | 0.1% | -7.9% | -13.0 | 5.6% | 3.0% | 0.1%
CC(C)CN(C(=O)CSc1nnc(-c2cccs2)n1N)c1c(N)n(Cc2ccccc2)c(=O)[nH]c1=O | -10.5% | 28.1% | -6.7 | 0.9% | -0.8% | /
Cc1cc(-c2ccccc2)nc(N(C)NC(=O)c2c(F)cccc2F)c1S(C)(=O)=O | 5.9% | 66.4%[activator] | -15.5 | 0.3% | ? | 1.2%
Cc1cc(C(=O)COc2cc(F)ccc2[N+](=O)[O-])c(C)n1CC1CCCO1 (stereo not drawn) | / | -5.2% | -65.7* | / | 4.8% | /
CCNc1nc(NCC)nc(Oc2ccc(N)cc2)n1 | -2.1% | -20.2% | 13.2 | 0.8% | 4.7% | -13.8%
Cn1c(CNS(=O)(=O)c2cccc(Cl)c2)cc(=O)n(C)c1=O | -5.0% | -16.4% | -9.3 | 6.5% | -4.5% | /
O=C(OCC(=O)N1CCCCCC1)c1cccnc1Cl | / | -15.2% | -8.7 | / | 11.0% | /
COc1cc(NC(=O)CN2C(=O)C(C)N(c3ccc(C)cc3)C2=O)cc(OC)c1 (stereo not drawn) | ? | -19.1% | -1.9 | -0.4% | ? | /
O=S(=O)(c1ccc(Br)cc1)N1CCCC1 | ? | -4.6% | 16.4 | 12.0% | 3.7% | 7.9%
COc1ccc(N2CCN(Cc3nnc(-c4cccc(Br)c4)o3)CC2)cc1 | 15.3% | / | -4.2 | 1.2% | / | /
